Screening results deposited in PubChem by University of Kansas High Throughput Screening Laboratory.
Pf apPOL inh: Pf-apPOL DNA polymerase inhibition. Recombinant Pf-apPOL, molecular beacon fluorescence, 1.5 h. inhibition, % at 10 µM. hit rate 0.25% among 210,000
mHTT CaM bind: inhibitors of human mutant huntingtin-calmodulin interaction. P42858. AlphaScreen His-mHTT/GST-CaM binding, luminescence. inhibition, % at 15 µM. hit rate 3.6% among 190,000. AID 1671202;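 further: 0% = both proteins with DMSO and 100% = one protein alone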
Target sequence (P42858 whole entry, looked up, stated change not applied): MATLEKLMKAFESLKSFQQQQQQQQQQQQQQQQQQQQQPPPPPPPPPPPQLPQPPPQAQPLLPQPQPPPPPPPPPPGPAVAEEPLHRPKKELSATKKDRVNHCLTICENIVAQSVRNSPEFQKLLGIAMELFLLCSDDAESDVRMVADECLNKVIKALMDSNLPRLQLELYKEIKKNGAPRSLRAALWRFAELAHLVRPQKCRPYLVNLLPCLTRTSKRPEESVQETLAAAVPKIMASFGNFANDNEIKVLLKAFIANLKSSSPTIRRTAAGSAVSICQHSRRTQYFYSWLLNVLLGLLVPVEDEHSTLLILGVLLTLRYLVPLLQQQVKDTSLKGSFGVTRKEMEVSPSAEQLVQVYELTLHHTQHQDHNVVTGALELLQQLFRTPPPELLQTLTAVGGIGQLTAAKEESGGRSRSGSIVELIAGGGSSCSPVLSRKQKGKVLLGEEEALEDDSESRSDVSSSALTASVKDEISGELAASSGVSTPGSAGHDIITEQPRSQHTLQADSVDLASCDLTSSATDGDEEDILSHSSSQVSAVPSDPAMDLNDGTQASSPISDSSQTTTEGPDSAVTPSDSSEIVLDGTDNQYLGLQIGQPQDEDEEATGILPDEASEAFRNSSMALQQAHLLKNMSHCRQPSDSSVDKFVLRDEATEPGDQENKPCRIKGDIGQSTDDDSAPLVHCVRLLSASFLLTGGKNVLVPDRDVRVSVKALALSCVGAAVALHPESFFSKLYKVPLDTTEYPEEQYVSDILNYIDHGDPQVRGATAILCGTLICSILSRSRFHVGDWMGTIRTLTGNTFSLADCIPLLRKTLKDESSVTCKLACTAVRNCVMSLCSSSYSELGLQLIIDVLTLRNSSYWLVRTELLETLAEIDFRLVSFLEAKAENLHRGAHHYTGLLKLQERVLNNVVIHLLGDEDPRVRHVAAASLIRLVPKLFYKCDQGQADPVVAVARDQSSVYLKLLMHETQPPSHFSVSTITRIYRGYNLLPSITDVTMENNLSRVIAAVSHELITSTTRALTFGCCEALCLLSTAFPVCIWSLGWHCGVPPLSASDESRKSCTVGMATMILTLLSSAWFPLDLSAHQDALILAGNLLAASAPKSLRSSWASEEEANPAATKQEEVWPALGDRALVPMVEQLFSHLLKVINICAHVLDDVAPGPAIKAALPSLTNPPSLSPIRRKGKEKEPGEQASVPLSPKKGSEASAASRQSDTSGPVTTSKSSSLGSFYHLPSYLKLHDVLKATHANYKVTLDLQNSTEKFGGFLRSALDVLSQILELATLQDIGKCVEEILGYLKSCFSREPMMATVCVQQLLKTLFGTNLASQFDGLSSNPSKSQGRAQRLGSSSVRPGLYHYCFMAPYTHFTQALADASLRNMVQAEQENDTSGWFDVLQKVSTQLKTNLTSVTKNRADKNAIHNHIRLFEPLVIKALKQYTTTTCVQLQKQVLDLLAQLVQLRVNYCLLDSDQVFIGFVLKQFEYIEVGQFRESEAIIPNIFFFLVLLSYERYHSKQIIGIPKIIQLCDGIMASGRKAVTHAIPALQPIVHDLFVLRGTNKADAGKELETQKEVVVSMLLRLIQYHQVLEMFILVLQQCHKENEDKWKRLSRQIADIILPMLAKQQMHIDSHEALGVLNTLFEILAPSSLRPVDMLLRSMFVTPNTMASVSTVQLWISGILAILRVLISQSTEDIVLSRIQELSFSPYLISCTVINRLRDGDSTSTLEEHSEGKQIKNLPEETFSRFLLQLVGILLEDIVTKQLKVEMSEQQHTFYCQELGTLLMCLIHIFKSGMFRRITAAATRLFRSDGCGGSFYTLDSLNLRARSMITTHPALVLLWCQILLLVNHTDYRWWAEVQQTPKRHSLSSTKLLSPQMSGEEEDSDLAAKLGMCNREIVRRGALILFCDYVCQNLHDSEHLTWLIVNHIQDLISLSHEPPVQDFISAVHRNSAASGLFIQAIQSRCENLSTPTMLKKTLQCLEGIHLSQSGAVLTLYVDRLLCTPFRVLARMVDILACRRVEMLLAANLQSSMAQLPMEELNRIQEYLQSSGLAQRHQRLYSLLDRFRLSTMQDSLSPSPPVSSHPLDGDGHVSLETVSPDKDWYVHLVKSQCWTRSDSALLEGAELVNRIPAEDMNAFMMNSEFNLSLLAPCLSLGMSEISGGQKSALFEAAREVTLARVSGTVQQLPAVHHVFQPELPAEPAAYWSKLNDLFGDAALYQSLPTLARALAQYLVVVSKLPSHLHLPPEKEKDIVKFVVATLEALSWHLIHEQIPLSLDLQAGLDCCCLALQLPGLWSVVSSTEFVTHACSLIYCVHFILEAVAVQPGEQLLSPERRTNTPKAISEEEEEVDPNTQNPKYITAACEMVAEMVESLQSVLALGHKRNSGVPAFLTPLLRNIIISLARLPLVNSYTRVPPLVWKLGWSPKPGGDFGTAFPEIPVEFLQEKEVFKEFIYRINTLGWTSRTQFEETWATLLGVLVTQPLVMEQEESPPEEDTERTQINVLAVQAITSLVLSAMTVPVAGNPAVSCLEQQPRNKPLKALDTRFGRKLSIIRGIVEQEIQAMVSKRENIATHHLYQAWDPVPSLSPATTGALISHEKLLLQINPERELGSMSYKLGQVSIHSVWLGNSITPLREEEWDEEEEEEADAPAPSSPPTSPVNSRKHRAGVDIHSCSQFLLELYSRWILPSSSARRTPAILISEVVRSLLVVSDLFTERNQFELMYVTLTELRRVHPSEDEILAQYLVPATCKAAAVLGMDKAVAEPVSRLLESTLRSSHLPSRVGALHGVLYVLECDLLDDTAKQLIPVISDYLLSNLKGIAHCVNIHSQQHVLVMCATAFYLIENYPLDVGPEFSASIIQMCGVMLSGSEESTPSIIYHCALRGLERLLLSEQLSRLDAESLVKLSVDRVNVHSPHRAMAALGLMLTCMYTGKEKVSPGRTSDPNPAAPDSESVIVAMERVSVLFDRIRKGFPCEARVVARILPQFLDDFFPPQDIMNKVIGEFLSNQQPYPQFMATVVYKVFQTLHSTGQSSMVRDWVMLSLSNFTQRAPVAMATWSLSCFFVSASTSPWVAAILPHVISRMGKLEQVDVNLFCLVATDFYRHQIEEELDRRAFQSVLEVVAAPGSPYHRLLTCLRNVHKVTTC
* marks the source's active call; other numbers are inactive results; / = not tested or not shown; & = joins results of further samples. No stated cut-off is given here; in the data, active means inhibition above about 50%; inactive means the rest.

1. O=C(C1CC(=O)N(c2ccc(F)cc2)C1)N1CCOCC1 (stereo not drawn)
2. Oc1ccccc1C1CC(c2ccc3c(c2)OCO3)NC(c2cccc(F)c2)N1 (stereo not drawn)
3. COc1ccc(N2CCN(CC(O)c3cc(C)ccc3C)CC2)cc1 (stereo not drawn)
4. O=C(CN1CCC2(CC1)N=C(c1ccccc1)C(=O)N2)Nc1ccc(F)c(Cl)c1
5. O=C(N1CCCCC1c1nncn1CC1CC1)C1(c2ccccc2)CC1 (stereo not drawn)
6. COc1ccc(NC(=O)C[C@H]2C(=O)N(CCc3ccccc3)C[C@@H]2Cc2ccccc2)cc1
7. Cc1ccc(N(C(=O)c2ccccc2)C2C=CS(=O)(=O)C2)cc1 (stereo not drawn)
8. O=C(Nc1cccc(Cl)c1)c1cc(S(=O)(=O)N2CCOCC2)ccc1F
9. O=C(NCC1CCN(C(=O)c2ccccc2F)CC1)c1ccc2nsnc2c1
10. COc1ccc(CN2CCN(C(=O)c3ccccn3)CC2)cn1

Screen / compound no.,1,2,3,4,5,6,7,8,9,10
Pf apPOL inh,-8,-5,-2,-1,3,-6,-3,0,-6,-4
mHTT CaM bind,-4,6,3,6,-8,14,-4,1,-6,-5

11. COC(=O)c1ccc(C(=O)NCC(C)(O)c2ccc3c(c2)OCO3)cc1 (stereo not drawn)
12. OC(CNC1CCCCC1)COC12CC3CC(CC(C3)C1)C2 (stereo not drawn)
13. Cc1ccc(C(=O)N2CCC3(CC2)CN(C(=O)c2ccccc2)CC3CO)cc1 (stereo not drawn)
14. COc1ccc(OC)c(NC(=O)CN2C(=O)c3ccccc3S2(=O)=O)c1
15. CCC(=O)N1CCN(c2nc3c(s2)CC(C(=O)Nc2ccc4c(c2)OCO4)CC3)CC1 (stereo not drawn)
16. Cc1noc(-c2nn(C)c3c2CN(S(=O)(=O)Cc2cccc(F)c2)CC3)n1
17. CCOC(=O)C1CCCN(C(=O)c2nn(-c3ccc(F)cc3)c(=O)cc2OC)C1 (stereo not drawn)
18. Cc1nnc(NCC(C)(C)C)s1
19. CC(C)CC(=O)N1CCN(C(=O)c2cccc(F)c2)CC1
20. Cc1c(Cl)cccc1-n1ccn2cc(-c3cccs3)nc2c1=O

Screen / compound no.,11,12,13,14,15,16,17,18,19,20
Pf apPOL inh,3&-6,-6,-1,-4,-5,-3,-6,7&-6,-4,-3
mHTT CaM bind,-1&-17,2,3,-1,8,-3,-6,/,1,0

21. O=C(Nc1nc2c(s1)CCc1ccccc1-2)c1ccc(N2C(=O)CCC2=O)cc1
22. CCCN(C)C(=O)C1CCCN(c2cnn(C)c(=O)c2)C1 (stereo not drawn)
23. COc1cc(OC)c(NC(=O)c2cccc(I)c2)cc1Cl
24. O=C(CSC(=O)c1ccccc1)Nc1ccc(Cl)cn1
25. COc1cccc(C2=NOC(C(=O)NCCc3ccc(OC)c(OC)c3)C2)c1 (stereo not drawn)
26. O=C(Cc1ccc(Cl)cc1)NC1CC(O)C(CO)C1 (stereo not drawn)
27. COC(=O)c1ccc(Oc2c(C)oc3c4c(ccc3c2=O)OCN(Cc2ccccn2)C4)cc1
28. CCCS(=O)(=O)c1c(S(=O)(=O)CCC)c2ccccn2c1C(=O)c1ccc(C)cc1
29. Cc1ccc(C(=O)NC(=S)NNc2ncc(C(F)(F)F)cc2Cl)cc1
30. COc1ccc(NC(=O)c2nnc(N3CCCCC3)c3ccccc23)cc1

Screen / compound no.,21,22,23,24,25,26,27,28,29,30
Pf apPOL inh,0,-4,-2,1,0,-12,-36,-1,-59,-4
mHTT CaM bind,-13,-2,-6,2,-2,-2,100*,11,/,19

31. Cc1ccccc1C1CCC2(CCC(=O)N2CC[C@@H](O)c2ccccc2)CC1 (stereo partly drawn)
32. COCCNC(=O)CC1CCN(C(=O)c2ccc(C)cc2)CC1
33. O=C(c1ccc2ccccc2n1)N1CCC2(CC1)NC(=O)N(Cc1ccc(Cl)cc1)C2=O
34. Nc1nc2c(ncn2COCCO)c(=O)[nH]1
35. CCN(CC)C(=O)C1CCCN(Cc2cc(OC)c(O)c(OC)c2)C1 (stereo not drawn)
36. Cc1ccc(C)c(NC(=O)NCCC2CCN(S(=O)(=O)c3ccccc3)CC2)c1
37. CNC(=O)CCc1cc2cc(C)ccc2[nH]c1=O
38. O=C(Nc1ccccc1NC(=O)C1CCC1)c1ccccc1F
39. Cc1ccc2nc(/C(C#N)=C/c3ccc(N4CCOCC4)cc3)[nH]c2c1
40. Cc1cccc(Nc2nc(CC(=O)O)cs2)n1

Screen / compound no.,31,32,33,34,35,36,37,38,39,40
Pf apPOL inh,-4,-17,-2,-3,-3,3,0,-12,-3,-4
mHTT CaM bind,-8,0,45,-5,-6,41,2,-17,1,-12

Reformatted: results already given
Order of results: Pf apPOL inh, mHTT CaM bind
[15] CCC(=O)N1CCN(c2nc3c(s2)CC(C(=O)Nc2ccc4c(c2)OCO4)CC3)CC1 (stereo not drawn)
  -5, 8
[16] Cc1noc(-c2nn(C)c3c2CN(S(=O)(=O)Cc2cccc(F)c2)CC3)n1
  -3, -3

Other entries
41. CCOC(=O)c1cnn2c1nc(Sc1cccc(OC)c1)c1ccccc12
42. COc1ccc(CCNC(=O)C2CC(=O)N(C3CCCCCCC3)C2)cc1OC (stereo not drawn)
43. CC(C)(C)c1ccccc1OCC(=O)NCCc1nc2ccccc2[nH]1
44. CCSc1nnc(NC(=O)CSc2ccnc3c2c(=O)n(C)c(=O)n3C)s1
45. Cc1ccc(COc2cccn3c(=O)c(-c4cc(C)n(C)n4)c(C)nc23)cc1
46. Cc1ccc(S(=O)(=O)c2cc3c(=O)n4ccccc4nc3n(C3CCCC3)c2=N)cc1
47. CCOc1ccc(-n2c(SCC(=O)Nc3ccc(F)cc3F)nc3c(c2=O)SCC3)cc1
48. COc1cccc(C(=O)Nc2c3c(nn2-c2cccc(C)c2)CSC3)c1OC
49. COc1ccc([N+](=O)[O-])cc1NC(=O)c1sc2nc(C)nc(N3CCC(C)CC3)c2c1C
50. Cn1c(C2CCN(C(=O)Nc3c(F)cccc3F)CC2)cc(=O)n2nccc12

Screen / compound no.,41,42,43,44,45,46,47,48,49,50
Pf apPOL inh,-12,-3,4,3,3,-14,-5,-2,3,-1
mHTT CaM bind,/,1,7,-7,39,1,1,0,-4,-6

51. Cc1ccc(C(O)=C2C(=O)C(=O)NC2c2ccc(Br)cc2)cc1 (stereo not drawn)
52. CCCCN(C)Cc1c(O)ccc2c1OC(=Cc1ccc(OC)c(OC)c1OC)C2=O
53. O=C1c2ccccc2C(=O)N1CC1OCc2ccccc2CO1
54. O=C1N/C(=C\c2ccccc2Cl)C(=O)N1Cc1ccc(Cl)cc1
55. CCC(=O)Nc1ccc(C2(C(=O)N3CCCC(C)C3)CCCCC2)cc1 (stereo not drawn)
56. CCOc1ccc(NC(=O)c2ccc(Br)cc2F)c([N+](=O)[O-])c1
57. COc1ccc(-c2cc(-c3ccccc3)c(-c3ccccc3)nn2)cc1CN1CCOCC1
58. Cn1c(N2CCC(C(=O)Nc3ccc(F)c(Cl)c3)CC2)cc(=O)n(C)c1=O
59. CCCCN(C)Cc1c(O)ccc2c1OC(=Cc1cc(OC)c(OC)cc1OC)C2=O
60. CCC(=O)N1CCc2cc(N3CC(C(=O)NC4CCCC4)CC3=O)ccc21 (stereo not drawn)

Screen / compound no.,51,52,53,54,55,56,57,58,59,60
Pf apPOL inh,-1,-5,1,-6,-5,1,2,-3,-4,-7
mHTT CaM bind,1,21,0,2,-2,1,/,36,47,11

61. CCCCC(=O)N(C)c1nnc(C23CC4CC(CC(C4)C2)C3)s1
62. CCOC(=O)C1CCCN(C(=O)c2cncc(-c3cccc(C)c3C)c2)C1 (stereo not drawn)
63. CCn1ccc(C(=O)N2CCC(CCOc3ccccc3)CC2)n1
64. Fc1ccc(CN2CCCN(C(=S)NC3CCCCC3)CC2)cc1
65. CCOC(=O)N1CCC(NC(=O)c2nnn(-c3nc(-c4ccccc4)cs3)c2C)CC1
66. CC(C)C(=O)NCC1CCN(C2CCCC2)CC1
67. COc1cc(NC(=O)C2CCN(c3nccc(C)n3)CC2)cc(OC)c1
68. O=C1NC(=O)C(Cc2ccc3cc(OCc4ccccc4F)ccc3c2)S1 (stereo not drawn)
69. Cc1ccc(-c2nc3cc(Cl)ccc3o2)cc1NC(=O)C(C)C
70. O=C(Cc1ccc(Cl)cc1)Nc1ccc(NC(=O)c2cccs2)cc1

Screen / compound no.,61,62,63,64,65,66,67,68,69,70
Pf apPOL inh,2,0,-7,-9,-3,2,-5,-3,-4,-7
mHTT CaM bind,-12,0,2,/,-12,0,-3,/,-1,-4

No new results follow: an excerpt of the list.
54. O=C1N/C(=C\c2ccccc2Cl)C(=O)N1Cc1ccc(Cl)cc1
55. CCC(=O)Nc1ccc(C2(C(=O)N3CCCC(C)C3)CCCCC2)cc1 (stereo not drawn)
56. CCOc1ccc(NC(=O)c2ccc(Br)cc2F)c([N+](=O)[O-])c1
57. COc1ccc(-c2cc(-c3ccccc3)c(-c3ccccc3)nn2)cc1CN1CCOCC1
58. Cn1c(N2CCC(C(=O)Nc3ccc(F)c(Cl)c3)CC2)cc(=O)n(C)c1=O
59. CCCCN(C)Cc1c(O)ccc2c1OC(=Cc1cc(OC)c(OC)cc1OC)C2=O
60. CCC(=O)N1CCc2cc(N3CC(C(=O)NC4CCCC4)CC3=O)ccc21 (stereo not drawn)
61. CCCCC(=O)N(C)c1nnc(C23CC4CC(CC(C4)C2)C3)s1
62. CCOC(=O)C1CCCN(C(=O)c2cncc(-c3cccc(C)c3C)c2)C1 (stereo not drawn)
63. CCn1ccc(C(=O)N2CCC(CCOc3ccccc3)CC2)n1
64. Fc1ccc(CN2CCCN(C(=S)NC3CCCCC3)CC2)cc1
65. CCOC(=O)N1CCC(NC(=O)c2nnn(-c3nc(-c4ccccc4)cs3)c2C)CC1

Screen / compound no.,54,55,56,57,58,59,60,61,62,63,64,65
Pf apPOL inh,-6,-5,1,2,-3,-4,-7,2,0,-7,-9,-3
mHTT CaM bind,2,-2,1,/,36,47,11,-12,0,2,/,-12

66. CC(C)C(=O)NCC1CCN(C2CCCC2)CC1
67. COc1cc(NC(=O)C2CCN(c3nccc(C)n3)CC2)cc(OC)c1

Screen / compound no.,66,67
Pf apPOL inh,2,-5
mHTT CaM bind,0,-3

(further entries)
71. CCc1ccc(C2CC(c3ccc(OC)cc3)n3ncnc3N2)cc1 (stereo not drawn)
72. O=C(Nc1ccc2[nH]c(=O)[nH]c2c1)c1cccc(F)c1
73. O=C(NCc1c[nH]c2ncccc12)C1CCC1
74. CC1CCN(CCCNC(=O)c2cnc(N3CCN(c4ncccn4)CC3)c3ccccc23)CC1
75. O=C(Nc1ccccc1)Nc1ccccc1I
76. CCN(CC)c1ccc2cc(C(N)=O)c(=Nc3ccc(C)cc3)oc2c1
77. CCCCNC(=O)c1cnc2n(c1=O)CCS2
78. CCOc1ccccc1/C=C1/N=C(c2cc(Cl)ccc2OC)OC1=O
79. Cn1c(C(=O)NCc2ccc(Cl)cc2)cc2ccncc21
80. COc1ccc(NC(=O)CSc2nncn2C)cc1

Screen / compound no.,71,72,73,74,75,76,77,78,79,80
Pf apPOL inh,2,-4,0,-3,-3,3,-2,0,-5,-5
mHTT CaM bind,7,-3,-8,1,-3,10,2,9,-6,-3

81. CCOc1ccc(N(CC(=O)Nc2ccc(OC)cc2OC)S(=O)(=O)c2ccccc2)cc1
82. COc1ccc(C(=O)NC(C)c2ccccc2)cc1OC (stereo not drawn)
83. Cc1cc(I)c[nH]c1=O
84. O=C(NCCc1nc2ccccc2[nH]1)c1ccc(Br)cc1
85. C=CS(=O)(=O)c1sc(Cl)c(N2CCOCC2)c1[N+](=O)[O-]
86. Cc1ccc([C@H]2C[C@@H](n3cc(-c4ccc(F)cc4)nn3)[C@H](O)CN2Cc2cccs2)cc1
87. O=C1Cc2cc(NC(=O)NC(c3ccccc3)c3ccccc3)ccc2N1
88. COc1ccccc1/C=C1\SC(=O)N(CN2CCCC2)C1=O
89. Cn1c(=O)c2c(nc(N3CCOCC3)n2C)n(C)c1=O
90. O=c1cc(CN2CCSCC2)nc(-c2ccccc2)[nH]1

Screen / compound no.,81,82,83,84,85,86,87,88,89,90
Pf apPOL inh,-2,-4,-8,0,-3,-4,-4,-3,0,5
mHTT CaM bind,7,-4,/,2,60*,-9,22,70*,-4,-4

91. COc1c(C(=O)N2CCCC2)sc2ccc(F)cc12
92. CCCN1CCN(c2ncc3c(n2)CCN(Cc2ccc(OC)cc2)C3)CC1
93. Cc1noc(C2(NC(=O)C3CCCCC3)CCCCC2)n1
94. Cc1[nH]nc(-c2ccc(O)cc2O)c1Oc1ccccc1
95. Cc1cccc(NC(=O)N2CCc3c(c(-c4nc(-c5ccccc5)no4)nn3C)C2)c1
96. C=CCSc1nnc2c(n1)OC(c1ccc(C)s1)N(C(C)=O)c1ccccc1-2 (stereo not drawn)

Screen / compound no.,91,92,93,94,95,96
Pf apPOL inh,-3,-9,-3,-16,2,-5
mHTT CaM bind,2,17,-6,48,9,43
